# From PubChem BioAssay
# GC-B act – GC-B (human) receptor activation; P20594; HEK293-GC-B cells, CNP EC30, cGMP TR-FRET; 0% at EC30 CNP, 100% saturating CNP; activation, % at 10 µM; hit rate 0.11% among 370,000; AID 1920062;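 active means activation at 10 µM reaching about 35% in either raw or pattern-adjusted values, limit read from the data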
# ARFGAP1 inhibitor – inhibitors of rat ARFGAP1; Q62848; AID 651572; Arfgap1-stimulated ARF1 GTP hydrolysis, GDP FP detection; hit rate 0.26% among 360,000; inhibition, % at 16.5 µM;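 active means inhibition above a per-plate limit, mean inhibition of low control wells plus 3 SD, cut at about 25% in these data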;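 further: 0% = DMSO wells with enzyme and 100% = wells lacking Arfgap1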
# Target sequence (Q62848 1-136 limits assumed): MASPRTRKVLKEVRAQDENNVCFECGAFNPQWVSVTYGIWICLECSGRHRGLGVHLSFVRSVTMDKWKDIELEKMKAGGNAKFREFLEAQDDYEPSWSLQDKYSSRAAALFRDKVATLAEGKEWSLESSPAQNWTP
#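 Material: rat Arfgap1 GAP domain (His6, aa 1-136), purified enzyme. Also added: human ARF1(Δ1-17)-GTP substrate. Compound dosing: 16.5 µM single point, 1.26% DMSO. Timing: enzyme reaction 120 min at 25 °C after 20 min preincubation. Signal: GDP detection by fluorescence polarization. Read-out basis: percent inhibition of GAP-stimulated GDP formation, scaled between DMSO and no-Arfgap1 medians.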
# ADAM10 inh – ADAM10 inhibition, QFRET primary screen | O14672 | recombinant ADAM10, EDANS/DABCYL FRET peptide cleavage, 3 h | inhibition, % at 7 µM | hit rate 0.62% among 370,000 | AID 720582;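 active means inhibition above a per-campaign cutoff equal to the mean of compounds falling between control-based bounds plus 3 SD, cut at about 20% in these data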;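 further: 0% = DMSO wells while the 100% control is not disclosed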
# GC-A act – GC-A (human) enzyme activation. HEK293 GC-A cells, cGMP TR-FRET, EC30 ANP; 0% at EC30 ANP, 100% saturating ANP. activation, % at 10 µM. hit rate 0.14% among 370,000. AID 1671463; in the data active means activation above about 40%
# GAA850 FXN act – increases GAA850 frataxin promoter reporter activity. activation, % at 6 µM. HEK293 lucGAA850 FXN promoter luciferase reporter, 24 h; percent of 10 µM SAHA response. hit rate 0.56% among 360,000;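 active means activation above the average of all compounds screened plus 3 SD, cutoff fixed separately per campaign, cut at about 7.5% in these data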;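 further: 0% = DMSO wells and 100% = 10 µM SAHA wells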
# rCAG binder – binds r(CAG) RNA repeats. r(CAG) RNA repeat, TO-PRO-1 dye displacement fluorescence. inhibition, % at 3 µM. hit rate 1.3% among 370,000;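 active means inhibition above the plate cutoff, the mean of all test compounds on that plate plus 3 SD, cut at about 35% in these data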;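 further: 0% = DMSO alone and 100% = 100 µM mitoxantrone as full dye displacement; higher means more dye released from RNA so lower well fluorescence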
# ASAP1 GAP inh – ASAP1 ArfGAP inhibition. inhibition, % at 16.5 µM. ASAP1-stimulated ARF1 GTP hydrolysis, GDP FP detection. Q9ULH1. AID 624377. hit rate 0.19% among 360,000; in the data active means inhibition above about 25%;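 further: 0% = vehicle with enzyme and substrate and 100% = no enzyme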
# Target sequence (Q9ULH1 325-724 limits assumed): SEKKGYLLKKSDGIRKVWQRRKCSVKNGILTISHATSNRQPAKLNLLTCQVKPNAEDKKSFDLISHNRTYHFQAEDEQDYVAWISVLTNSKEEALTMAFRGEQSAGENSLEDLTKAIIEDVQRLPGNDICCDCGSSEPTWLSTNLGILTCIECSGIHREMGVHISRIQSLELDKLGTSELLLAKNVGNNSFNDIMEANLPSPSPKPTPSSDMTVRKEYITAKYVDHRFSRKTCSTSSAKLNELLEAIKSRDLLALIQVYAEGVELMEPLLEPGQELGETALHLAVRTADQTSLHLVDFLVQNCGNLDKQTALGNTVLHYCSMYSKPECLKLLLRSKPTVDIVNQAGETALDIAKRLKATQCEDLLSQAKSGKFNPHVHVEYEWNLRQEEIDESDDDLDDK
# Tn6 DDE FP – disrupts Tn6 cyclic peptide binding to fibrin D-Dimer-E complex. inhibition, % at 8.3 µM. hit rate 0.21% among 370,000. AID 720509. Fibrin DD(E) TRITC-Tn6 fluorescence polarization displacement;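 active means inhibition above a per-campaign cutoff: mean of compounds within control limits plus 3 SD, cut at about 15% in these data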;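 further: 0% = median of all compound wells on the plate and 100% = blocking peptide control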
# sPLA2-III inh – Blocks human group III sPLA2 activity. AID 743126. Q9NZ20. hit rate 0.56% among 370,000. inhibition, % at 12.2 µM. QFRET BODIPY PC-A2 liposome hydrolysis, fluorescence;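 active means inhibition above mean plus 3 SD of compounds lying within the high and low control bounds, cut at about 19% in these data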;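 further: 0% = median of test compound wells and 100% = no enzyme DMSO wells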
# Target sequence (Q9NZ20 whole entry, looked up): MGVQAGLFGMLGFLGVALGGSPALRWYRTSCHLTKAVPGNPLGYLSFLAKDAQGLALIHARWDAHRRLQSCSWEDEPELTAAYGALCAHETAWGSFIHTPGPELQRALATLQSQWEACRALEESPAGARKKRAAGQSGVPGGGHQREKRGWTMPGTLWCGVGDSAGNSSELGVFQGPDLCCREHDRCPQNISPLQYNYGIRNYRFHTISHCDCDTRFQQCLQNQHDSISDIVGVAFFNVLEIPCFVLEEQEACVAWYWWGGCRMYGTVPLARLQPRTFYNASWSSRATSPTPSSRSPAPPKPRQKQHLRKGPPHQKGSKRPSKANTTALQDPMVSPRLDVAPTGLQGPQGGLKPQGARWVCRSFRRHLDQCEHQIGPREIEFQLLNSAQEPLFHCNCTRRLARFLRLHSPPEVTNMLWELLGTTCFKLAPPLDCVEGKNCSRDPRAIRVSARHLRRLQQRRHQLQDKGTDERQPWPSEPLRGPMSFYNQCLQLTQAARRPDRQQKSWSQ
# proKLK7 act – activates the human kallikrein-7 zymogen | P49862 | purified proKLK7, EDANS-DABCYL substrate fluorescence; 100% is mature enzyme control, 0% vehicle | activation, % at 7 µM | hit rate 0.9% among 370,000 | AID 652039;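 active means activation above the mean of all tested compounds plus 3 SD, computed per campaign excluding outliers beyond control limits, cut at about 13% in these data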
# Numbers without * were called inactive; i = inactive; / = no result given.
SMILES,GC-B act,ARFGAP1 inhibitor,ADAM10 inh,GC-A act,GAA850 FXN act,rCAG binder,ASAP1 GAP inh,Tn6 DDE FP,sPLA2-III inh,proKLK7 act
Cc1ccccc1C1NC(=S)NC2=C1C(=O)CC(C)(C)C2 (configuration not stated),6,-3,-3,2,-1.1,-6,4,-6,3,0.6
Cc1cccc(C)c1-n1nnnc1C1(C)CCC(=O)N1Cc1ccc(F)cc1 (configuration not stated),-3,6,-14,-3,/,-1,-2,-1,5,0.2
N#Cc1cc([N+](=O)[O-])ccc1NC(=O)COC(=O)C1CC2CCCC(C1)C2=O (configuration not stated),3,1,-6,0,2.5,1,-10,-1,14,-0.1
CCOCCCNC(=O)C1CCC(=O)N1CCc1ccccc1 (configuration not stated),8,-6,-14,3,-1.3,-1,-15,4,-1,0.0
CCOC(=O)c1c(C)[nH]c(C(=O)COC(=O)c2ccccc2NC(=O)c2ccco2)c1C,-4,-21,-9,2,-1.8,3,-9,0,-10,0.4
Cc1ccc(OC(C)C(=O)N(C)Cc2ccccc2)c([N+](=O)[O-])n1 (configuration not stated),6,5,0,-4,-0.1,-1,-4,7,-2,0.3
Cc1ccc(-n2c(SCC(=O)NCCC3=CCCCC3)nc3n[nH]c(C)c3c2=N)cc1Cl,-14,-7,-2,-40,-5.9,7,1,-2,1,-2.4
CCOCCCNC(=O)c1c[nH]c2ccc(S(=O)(=O)Nc3cccc(OC)c3)cc2c1=O,11,-6,-10,-4,-0.5,17,4,-7,-14,0.3
CC(C)Oc1cccc(C(=O)C2CCCN(C(=O)c3ccoc3)C2)c1 (configuration not stated),3,7,2,3,0.5,-6,-15,-2,3,-0.1
CCS(=O)(=O)N1CCC(C(=O)NCc2cccc(OC)c2)CC1,2,2,-5,2,0.5,-4,1,0,7,0.2
COc1ccccc1NC(=O)C1(c2ccccc2)CCCC1,/,3,1,/,2.5,-6,-3,11,-2,0.3
CSCCC(CO)NC(=O)OCc1ccccc1 (configuration not stated),-2,2,0,-1,-0.4,-2,-6,-3,9,0.1
O=C(NC(=S)Nc1cc(C(F)(F)F)ccc1N1CCOCC1)c1ccco1,-8,3,-1,-4,5.0,-7,10,1,10,-0.3
CCCSc1ccc([C@@H]2[C@H]3C(=O)N(CC)C(=O)[C@H]3[C@]3(C(=O)OC)CCCN23)cc1OC,3,4,-8,1,1.4,9,0,-7,-7,-0.9
O=C(Nc1cccc(-c2nc3cccnc3s2)c1)C1c2ccccc2Oc2ccccc21,0,1,-18,0,0.5,2,3,-5,10,0.4
CCOc1ccc(S(=O)(=O)N(C)CC(=O)NCc2ccc3c(c2)OCO3)cc1,5,-9,0,0,-0.2,-3,-3,-2,-3,-0.6
O=C(c1ccco1)N1CCN(C2CN(Cc3ccccc3)S(=O)(=O)C2)CC1 (configuration not stated),-10,0,-4,2,/,1,-6,4,1,0.3
C[C@@H](C(=O)N[C@@H](Cc1ccccc1)C(=O)O)n1nnc2ccccc2c1=O,1,0,-2,3,-0.3,-1,-7,6,5,-0.1
COc1cccc(CNC(=O)COc2cc3c(c4oc(=O)cc(C)c24)CCC(C)(C)O3)c1,-9,-3,i,-6,-0.5,4,-4,0,-2,-39
C1CNC(C23CC4CC(CC(C4)C2)C3)=N1,2,12,-7,2,0.1,-4,-4,-3,3,-0.7
COc1ccc(-c2cc3nc(C)cc(N4CCN(C(=O)c5ccco5)CC4)n3n2)cc1,-6,1,-25,0,-0.9,6,1,-3,8,-1.0
CCCC1CCC(C(=O)n2nc(N)c3cc4ccc(OC)cc4nc32)CC1 (configuration not stated),3,0,-7,3,-0.2,2,-4,-2,2,0.5
OCCCCNCc1ccc(OCc2ccccc2Cl)cc1,-7,8,0,-1,0.6,1,5,5,14,0.0
CN1C(C)(C)c2ccccc2OS1(=O)=O,1,3,-3,-1,0.7,0,5,3,3,0.6
Cc1ccc(-c2nn(-c3ccccc3)cc2CN(C)C(=O)CCC(=O)O)cc1C,-7,-7,5,-2,1.8,16,3,1,-5,-0.6
CCOC(=O)c1cnc(-c2ccccc2)nc1Oc1ccc(Cl)c(Cl)c1,-8,-4,-6,5,-0.7,0,2,2,-2,0.0
O=C(COC(=O)/C=C/c1ccccc1F)Nc1nnc(-c2ccccc2)o1,-2,-1,-6,-2,0.0,27,-5,1,-4,0.9
COc1ccc(NS(=O)(=O)c2ccc(OCC(=O)N3CCCC3)cc2)cc1,3,-9,5,1,-1.4,1,9,2,-1,-0.1
O=C(N/N=C/c1cccc(C(F)(F)F)c1)c1cc2c(s1)-c1ccccc1CC2,-8,9,-24,0,-0.5,4,18,8,1,-1.0
O=C1C(c2ccccc2)c2ccccc2N1Cc1ccccc1 (configuration not stated),-7,6,7,-13,-1.4,9,5,4,-8,-0.1
CCOC(=O)C1CCN(C(=O)Nc2ccc3nc(C)c(C)nc3c2)CC1,0,3,i,1,-1.4,-3,12,4,3,23*
CCC(C(=O)N1CCCCCC1)n1nc(C)n2c(cc3occc32)c1=O (configuration not stated),-1,3,6,0,-0.6,-3,2,2,4,0.4
COc1ccc(CNC(=O)C/C(C)=N/NC(=O)C23CC4CC(CC(C4)C2)C3)cc1,1,-1,4,0,3.8,-3,3,4,1,0.2
Cc1ccc(F)cc1NC(=O)CN1C(=O)NC2(CCCc3ccccc32)C1=O (configuration not stated),1,-5,-7,1,-0.8,-2,-12,2,1,0.1
COc1ccc(OC)c(CN2C(=O)c3ccccc3C2C(=O)NCC2CCCO2)c1 (configuration not stated),-2,-3,8,-6,1.4,-1,5,2,1,0.1
Cc1cccc2cc(/C=N/NC(=O)[C@H]3C[C@@H]3c3ccccc3)c(Cl)nc12,-1,-6,-5,-3,0.7,-2,6,1,5,0.0
C/C(=N\NC(=O)c1cc(C)nc2ccccc12)c1cccc(Cl)c1,3,-6,10,5,-1.7,4,-11,-8,-2,-0.4
COc1cc(OC)cc(-c2cc3ccc(F)cc3cn2)c1,-16,18,10,0,3.3,0,-14,-4,-1,-0.4
Cc1ccc(C(=O)N(Cc2nc3ccccc3c(=O)[nH]2)C2CCCC2)cc1,3,2,-3,-7,-1.4,-3,-7,8,-10,-0.2
O=C(O)CCCC(=O)OCc1c(-c2ccccc2)ncc2ccccc12,0,12,-8,-3,-0.9,2,-4,2,2,0.3
Cc1ccnc(N2CCC(C(=O)NNC(=O)c3ccncc3)CC2)n1,1,6,-23,4,-0.4,-1,-18,0,3,0.5
Cc1ccc(Cl)cc1N1CCN(S(=O)(=O)c2ccc3c(c2)NC(=O)C(C)C(=O)N3)CC1 (configuration not stated),-1,12,-8,-8,-0.1,5,-2,-5,5,-0.9
N/C(=N\N=C\c1cccs1)SC1CC(=O)N(c2cccc([N+](=O)[O-])c2)C1=O (configuration not stated),-7,12,2,-5,0.9,3,-3,1,4,0.2
COC(=O)[C@]12CCCCC=C1N(Cc1ccc(OC)cc1)C(=O)[C@@H]2CC(=O)NCC12CC3CC(CC(C3)C1)C2,5,/,13,0,/,6,/,-5,-14,0.3
CN1CCN(C(=O)C2CCC(C)(C(=O)O)C2(C)C)CC1 (configuration not stated),0,0,-6,1,0.4,-4,-1,-3,1,-0.3
Cc1cc([N+](=O)[O-])nn1CC(=O)N/N=C/c1ccccc1F,9,1,-10,4,-0.4,-2,-1,-1,5,-0.3
Cc1ccccc1NC(=O)CSc1nc(N)c2c3c(sc2n1)CSC(C)(C)C3,4,-1,-301,5,2.8,5,1,-1,-15,-2.3
NC(=O)c1cccn1-c1ncc(C(F)(F)F)cc1Cl,2,-11,-3,-3,4.4,0,11,-2,-3,0.3
C[C@@H]1CN([C@H](C)CO)C(=O)c2c(c3ccccc3n2C)-c2ccccc2CO[C@@H]1CN(C)S(=O)(=O)c1cccs1,-2,6,18,-5,-12,8,-6,-5,-45,0.9
O=C(NC1CCCCC1)c1cccs1,2,-1,6,1,0.5,2,0,-3,3,0.0
O=C(CSc1nnc(NC(=O)C2CC(=O)N(c3ccc(F)cc3)C2)s1)NC1CCCC1 (configuration not stated),-6,-8,0,0,1.8,13,4,10,-1,0.2
O=C(NCc1cccnc1)Nc1cccc([N+](=O)[O-])c1,0,4,0,0,-0.8,0,8,0,-3,-0.6
CCCCNC(=O)c1nc(C2CCN(S(=O)(=O)c3ccc(Cl)cc3)CC2)oc1-c1ccccc1,3,7,-17,1,/,4,0,-2,-5,0.4
CN(Cc1ccccc1)c1ccc(S(=O)(=O)N2CCOCC2)cn1,2,-5,1,7,3.5,0,1,8,-2,-0.1
C/C(=N\NC(=O)Cc1cccc2ccccc12)c1ccncc1,5,-7,7,3,3.0,2,-4,2,-3,0.1
O=C(CCN1C(=O)S/C(=C\c2ccc(F)cc2)C1=O)Nc1ccc(C(=O)O)c(O)c1,1,0,6,3,-0.4,68*,-5,2,-13,0.7
CCOC(=O)c1cc(-c2csc(COc3ccc(Cl)cc3)n2)on1,-4,0,-2,58*,0.4,0,-14,3,12,0.4
Fc1cccc(Cl)c1CNn1cn[nH]c1=S,5,-5,-2,2,1.5,3,1,2,-4,-0.3
C=CC[C@@H](CC(=O)N[C@@H](CO)Cc1ccccc1)C(=O)N[C@H](C)COC(=O)[C@@H](CC=C)Cc1ccc(F)cc1,-1,-1,9,-1,-1.8,-9,13,-1,-18,0.0
CC1(C(=O)NS(=O)(=O)C2CC2)CCN(C(=O)c2ccc3ccccc3n2)C1 (configuration not stated),4,-5,-4,4,-0.6,-1,-6,-6,3,-1.0
# Other structures
SMILES,GC-B act,ARFGAP1 inhibitor,ADAM10 inh,GC-A act,GAA850 FXN act,rCAG binder,ASAP1 GAP inh,Tn6 DDE FP,sPLA2-III inh,proKLK7 act
O=C(OCCOc1ccccc1Cl)c1cc(S(=O)(=O)N2CCCCC2)ccc1N1CCOCC1,3,7,7,0,2.4,8,17,-8,-13,0.6
O=C(COC(=O)CN1C(=O)c2ccccc2C1=O)Nc1ncc(Cl)cc1Cl,2,-6,-7,0,-1.8,1,1,0,-1,0.9
C[C@H](CO)N1C[C@H](C)[C@@H](CN(C)C(=O)Nc2ccc(F)cc2)OCc2cn(nn2)CCCC1=O,0,2,-18,2,/,-1,3,0,2,-0.2
Cc1ccc(OCC(=O)Nc2ccccc2-c2ccccc2)cc1,-1,1,7,1,-3.3,-5,1,3,-2,-0.7
S=C(NCc1ccco1)Nc1ccc(Br)cc1Cl,-1,8,0,1,6.0,-3,-5,0,10,0.4
CN1C(=O)NC(c2ccc(O)cc2)C2=C1CN(c1cccc3ccccc13)C2=O (configuration not stated),-1,2,-5,-1,-1.7,9,4,-2,-3,0.2

# 3 compounds drawn at random from those above, as already listed:
SMILES,GC-B act,ARFGAP1 inhibitor,ADAM10 inh,GC-A act,GAA850 FXN act,rCAG binder,ASAP1 GAP inh,Tn6 DDE FP,sPLA2-III inh,proKLK7 act
CCS(=O)(=O)N1CCC(C(=O)NCc2cccc(OC)c2)CC1,2,2,-5,2,0.5,-4,1,0,7,0.2
N#Cc1cc([N+](=O)[O-])ccc1NC(=O)COC(=O)C1CC2CCCC(C1)C2=O (configuration not stated),3,1,-6,0,2.5,1,-10,-1,14,-0.1
COc1cc(OC)cc(-c2cc3ccc(F)cc3cn2)c1,-16,18,10,0,3.3,0,-14,-4,-1,-0.4
